Screening results (PubChem)
AI-2 QS mod: modulates the Vibrio harveyi AI-2 quorum sensing system | Vibrio harveyi JMH597 AI-2 luminescence/OD600 ratio, 9 h; active compounds read low; strain lacks LuxN and CqsS sensors; 0 = neutral-control median | activity change, % at 7.5 µM | 300,000 compounds, 0.4% hits | AID 2094; in the data active = activity change below about -75%, passing the limit was not always enough;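 note: luminescence divided by OD600 gain over 9 h not by final OD600 alone; inactives centre near 13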
HSP90 inh: HSP90 refolding inhibition in rabbit reticulocyte lysate; 290,000 compounds, 0.91% hits; inhibition, % at 5.6 µM; luciferase refolding luminescence, 3 h;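 active = inhibition above the screen-wide mean plus 3 SD, computed separately per campaign, cut at about 16% in these data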;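 note: 0% = DMSO wells and 100% = 60 µM geldanamycin wells; inhibitors lower the luminescence because luciferase stays unfolded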
GSK3beta inhib: human GSK3beta kinase inhibition; 300,000 compounds, 0.038% hits; AID 2097; activity score (negative = inhibition), % at 10 µM; P49841; GST-GSK3beta kinase, ADP-Glo luminescence, 60 min; active compounds read low;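 active = more than half of replicate wells score below -50%, meaning over 50% inhibition versus plate controls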;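 note: 0% = median DMSO wells and -100% = median GW8510 positive control wells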
Target sequence (P49841 whole entry, looked up): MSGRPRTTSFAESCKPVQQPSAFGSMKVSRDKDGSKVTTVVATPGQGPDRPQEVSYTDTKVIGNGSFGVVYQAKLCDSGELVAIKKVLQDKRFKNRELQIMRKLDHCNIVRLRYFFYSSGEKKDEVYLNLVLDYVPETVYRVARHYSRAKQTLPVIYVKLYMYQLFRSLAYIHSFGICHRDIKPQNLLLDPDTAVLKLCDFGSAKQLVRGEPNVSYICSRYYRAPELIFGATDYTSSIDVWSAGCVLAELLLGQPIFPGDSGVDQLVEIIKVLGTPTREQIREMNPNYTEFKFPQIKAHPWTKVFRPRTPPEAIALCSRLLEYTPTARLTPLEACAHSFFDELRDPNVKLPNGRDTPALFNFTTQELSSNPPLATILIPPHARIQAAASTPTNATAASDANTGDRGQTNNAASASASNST
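Assay system: GST-tagged human GSK3beta kinase, cell-free; Input: 1.6 ng GSK3beta; Medium: Tris/MgCl2 kinase buffer; Timing: 60 min enzyme reaction, room temperature; Signal: ADP-Glo luminescence quantifying ADP generated by kinase; Evaluation: score relative to plate controls; Benchmarks: DMSO neutral wells and GW8510 at 20 µM as positive.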
PolyA inh: inhibitors of polyadenylation in S. cerevisiae | S. cerevisiae SKY197-pL101 polyadenylation reporter, beta-gal luminescence; efflux-impaired pdr1/pdr3 knockout yeast; score 100 = 6 SD above DMSO | calls only at 12 µM | 300,000 compounds, 0.02% hits;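 active = lowest replicate activity score at least 50, where 100 means six control SD above control mean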;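 note: yeast exposed to compound for 9 h at 30 °C; higher score means more reporter readthrough which indicates perturbed polyadenylation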
HSF1 inh: HSF1 inhibition; activity change, negative = inhibition, % at 7.5 µM (by protocol); 300,000 compounds, 0.77% hits; AID 2098; NIH3T3-HGL HSE-luciferase, MG132-induced, luminescence 8 h; active compounds read low;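 active = more than half of replicate wells show activity change below -50%, luminescence cut by over half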;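 note: luciferase reports HSF-1 transcriptional activity via heat shock element; 0% = median of DMSO wells and -100% = zero luminescence signal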
KLF5 inhibitor: kruppel-like factor 5 inhibition | DLD-1 KLF5 promoter-luciferase reporter, luminescence | inhibition, % at 5 µM | 290,000 compounds, 0.23% hits;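 active = inhibition above a per-plate limit of that plate's mean compound inhibition plus 3 SD, cut at about 60% in these data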;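 note: 0% = DMSO wells and 100% = LY294002 at 200 µM; higher means less KLF5 promoter-driven luciferase light; inactives centre near -14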
IEC-6 cytotox: IEC-6 cytotoxicity, counter-screen for KLF5 inhibitors. luminescence viability. inhibition, % at 5 µM. 290,000 compounds, 0.78% hits; in the data active = inhibition above about 22%;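 note: 0% = plate median of test compound wells and 100% = cytotoxic reference compound wells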
aSyn UTR inh: 5' untranslated region of α-synuclein, MLPCN primary screen; alpha-synuclein 5'UTR reporter, inhibitor activity; inhibition, % (tested at 7.5 µM); 300,000 compounds, 0.82% hits; AID 1813; in the data active = inhibition above about 60%;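 note: H4 neuroglioblastoma cells stably carrying SNCA 5'UTR luciferase fusion; 0% = DMSO wells and 100% = positive control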
HSF-1 act: increases HSF-1 driven luciferase reporter signal | NIH3T3-HGL HSF-1 luciferase reporter, MG132, 8 h; 100% = twice DMSO control signal | AID 504408 | activation, % at 9 µM | 300,000 compounds, 1.7% hits;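 active = mean replicate activation of at least 50% with a set share of replicates each reaching 50%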;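 note: 0% = median of the neutral control wells and 100% = twice that signal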
GSK3 alpha inh: human GSK-3 alpha kinase inhibition. P49840. ADP-Glo luminescence, 60 min. inhibition, % at 10 µM. 320,000 compounds, 0.1% hits;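 in the data active = inhibition above about 50%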;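 note: GST-tagged GSK-3 alpha with peptide substrate and 25 µM ATP; 0% = DMSO neutral wells and 100% = GW8510 positive control wells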
Target sequence (P49840 whole entry, looked up): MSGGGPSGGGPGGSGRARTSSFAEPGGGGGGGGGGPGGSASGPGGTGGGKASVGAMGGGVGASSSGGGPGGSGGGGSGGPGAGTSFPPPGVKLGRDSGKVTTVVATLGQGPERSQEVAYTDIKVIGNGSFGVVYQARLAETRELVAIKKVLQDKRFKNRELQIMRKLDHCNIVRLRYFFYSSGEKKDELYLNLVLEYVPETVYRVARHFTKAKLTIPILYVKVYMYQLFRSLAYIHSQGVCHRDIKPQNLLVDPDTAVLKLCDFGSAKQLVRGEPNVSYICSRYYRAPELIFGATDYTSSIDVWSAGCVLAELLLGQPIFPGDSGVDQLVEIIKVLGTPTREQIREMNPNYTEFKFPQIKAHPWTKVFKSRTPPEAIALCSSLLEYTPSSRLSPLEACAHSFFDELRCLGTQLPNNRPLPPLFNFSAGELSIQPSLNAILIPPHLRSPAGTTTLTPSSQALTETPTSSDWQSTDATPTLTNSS
* = called active by the depositor; i = inactive; / = not tested or not shown.

SMILES	AI-2 QS mod	HSP90 inh	GSK3beta inhib	PolyA inh	HSF1 inh	KLF5 inhibitor	IEC-6 cytotox	aSyn UTR inh	HSF-1 act	GSK3 alpha inh
O=S(=O)(c1ccc(Cl)cc1)N1CCN(C(=S)NCC2CCCO2)CC1 (centres undefined)	24	-5	3	i	0	-18	-3	-2	22	1
COC(=O)CN1C(=S)N(c2ccc(Cl)cc2)C(=O)C1CC(=O)Nc1ccc(Cl)cc1 (centres undefined)	-28	1	2	i	17	-4	6	3	17	1
CCN1C(=O)c2ccccc2S(=O)c2ccc(C(=O)N3CCOCC3)cc21 (centres undefined)	10	1	0	i	-4	-28	2	-4	3	2
Cc1ccnc(SCc2cc(=O)c(OC(=O)c3ccc(S(=O)(=O)N(C)C)cc3)co2)n1	27	2	-1	i	-6	-10	2	29	19	-9
Cc1ccc2[nH]c(C(=O)N3CCN(c4cccc(Cl)c4)CC3)cc2c1	19	1	1	i	-2	-35	-7	8	-3	-1
O=C(CCCC(=O)c1ccccc1)Nc1ccc(F)cc1	11	-1	3	i	-1	-13	-2	-24	1	-4
Cc1ccc(N=c2oc3cc(O)ccc3cc2C(N)=O)cc1	8	7	-3	i	9	-65	2	-14	42	26
CCOC(=O)N1CCN(CC(O)COc2ccccc2[N+](=O)[O-])CC1 (centres undefined)	5	-1	7	i	-1	-66	-4	-16	6	-2
N#CC1=C(N)N=C(SCc2ccccc2)C(C(N)=O)C12CCCCC2 (centres undefined)	-53	1	-1	i	5	-15	-3	-5	-3	3
CCc1nc(CN(C)C(=O)C2CCC(=O)N(CCc3cccc(F)c3)C2)no1 (centres undefined)	25	-5	5	i	1	-33	-6	-20	13	-3

Reprinted from the part before: four compounds, then new ones.
SMILES	AI-2 QS mod	HSP90 inh	GSK3beta inhib	PolyA inh	HSF1 inh	KLF5 inhibitor	IEC-6 cytotox	aSyn UTR inh	HSF-1 act	GSK3 alpha inh
Cc1ccc(N=c2oc3cc(O)ccc3cc2C(N)=O)cc1	8	7	-3	i	9	-65	2	-14	42	26
CCOC(=O)N1CCN(CC(O)COc2ccccc2[N+](=O)[O-])CC1 (centres undefined)	5	-1	7	i	-1	-66	-4	-16	6	-2
N#CC1=C(N)N=C(SCc2ccccc2)C(C(N)=O)C12CCCCC2 (centres undefined)	-53	1	-1	i	5	-15	-3	-5	-3	3
CCc1nc(CN(C)C(=O)C2CCC(=O)N(CCc3cccc(F)c3)C2)no1 (centres undefined)	25	-5	5	i	1	-33	-6	-20	13	-3
CCn1nnc(NC(=O)COc2cc(C)ccc2C(C)C)n1	10	-4	3	i	-1	0	1	22	12	-1
COc1ccc(C(=O)n2nc(C)cc2C)cc1Br	30	2	0	i	-13	-12	-1	0	-8	-2
CCC(C(=O)NC1CCCCC1)n1c2ccccc2c2nc(=O)cc(C)n21 (centres undefined)	26	-2	-2	i	17	-28	-5	-58	23	0
COc1ccc(NC(=O)CN(C)C(=O)c2ccc(=O)[nH]c2)cc1	0	1	1	i	-17	-1	0	-1	-15	4
CCOC(=O)c1cccc(Nc2ncnc3ccccc23)c1	23	-1	-2	i	-4	-9	2	-55	-1	-2
COc1ccc(-c2cn3cc(Cl)ccc3n2)cc1OC	15	9	1	i	37	0	-4	-239	64*	0
Cc1ccc(S(=O)(=O)NCCc2nnc3ccc(SCC(=O)Nc4nc5ccccc5s4)nn23)cc1	22	5	-2	i	3	-5	-1	8	6	-1
CCCCSc1nnc(CSc2ncccn2)n1C	11	-2	1	i	2	-20	1	-22	30	-1
COc1cccc(C2/C(=C(\O)c3ccc4c(c3)OCCO4)C(=O)C(=O)N2c2nnc(C)s2)c1 (centres undefined)	7	-2	/	i	-4	-37	-2	41	4	-3
COc1ccc(NC(=O)N2CCC(C(=O)c3ccc(F)cc3)CC2)cc1	20	-1	3	i	-21	14	5	7	-19	0
COc1ccc(NC(=O)CN2CCCC(C)C2)c([N+](=O)[O-])c1 (centres undefined)	2	0	1	i	4	10	5	12	-1	0
C/C(=N\NC(=S)Nc1c(C)cccc1C)c1ccc(O)cc1	-3	2	-8	i	0	-12	4	15	-16	8
COc1ccc(OC)c(NC(=O)CCCN2C(=S)NC(C)(C)CC2C)c1 (centres undefined)	20	2	-6	i	2	-12	-1	-11	2	-1
O=C(COC(=O)c1cn(-c2ccccc2)nc1-c1cccs1)NC1CC1	22	3	-1	i	10	-19	5	-2	-5	3
CCC(=O)Nc1cc2c(C)cc(=O)oc2cc1C	11	-1	3	i	-4	-36	-2	-3	-13	1
COc1ccc(-n2ccnc(SCC(=O)NC3CCCC3)c2=O)cc1OC	21	/	3	i	0	/	/	14	0	/
O=C(Cn1nc(C(F)(F)F)c2c1CCCC2)N1CCOCC1	6	1	-1	i	4	-5	0	-1	-12	-1
O=C(NCc1cccnc1)c1cccc(C(F)(F)F)c1	27	-3	2	i	2	7	-3	-27	-6	-1
CN(C)c1ccc(NC(=O)CSc2nnc(C3CCCCC3)n2N)cc1	14	-1	-3	i	8	-22	-2	-49	30	1
Cn1cc(CN2CCCC(CO)(Cc3cccc(Cl)c3)C2)cn1 (centres undefined)	18	-3	2	i	-9	-1	-4	-2	-7	-1
O=C(CSc1n[nH]c(=O)[nH]c1=O)Nc1cccc(S(=O)(=O)N2CCOCC2)c1	16	-4	3	i	0	13	6	21	-13	-2
O=C(CNS(=O)(=O)c1ccc(Br)cc1)NCc1cccnc1	17	1	-3	i	-1	-4	3	3	-5	2
COc1cccc(C(=O)NCC(=O)N/N=C(\C)Cc2ccccc2)c1	17	-1	3	i	2	2	1	2	8	0
CCOC(=O)c1cnn(-c2ccccc2)c1-n1cccc1C(=O)C(=O)Nc1ccccc1C(F)(F)F	14	6	1	i	3	-41	3	14	2	-2
COC(=O)c1ccc(Nc2cc(C)nc(-c3ccccc3O)n2)cc1	16	-5	3	i	0	-28	-4	-47	12	0
O=C(c1ccc(Cl)cc1)[C@@H]1[C@@H]2C(=O)N(c3cccc4ccccc34)C(=O)[C@@H]2C2c3ccccc3C=NN21 (some centres undefined)	12	3	2	i	6	-30	0	3	13	-2
CCCNC(=O)CCc1c(C)nc2c(c(C)nn2-c2ccccc2)c1C	10	-1	0	i	-6	-23	-4	17	9	-1
COC(=O)C1C(=O)NC(SC)=C(C#N)C1c1ccccc1 (centres undefined)	48	0	-4	i	-14	20	-4	9	-2	6
Cc1cc(C)cc(NC(=O)[C@H](Cc2c[nH]c3ccccc23)NC(=O)[C@@H]2Cc3ccccc3CN2)c1	25	6	2	i	0	-23	-3	-4	-2	1
COC(=O)c1sccc1NS(=O)(=O)c1ccccc1	8	-1	2	i	-4	-11	1	19	8	0
CSc1cccc(NC(=O)CCC(=O)O)c1	20	4	2	i	-1	-21	0	-3	1	-1
N#Cc1ccccc1NC(=O)CC1CCCCC1	0	0	-1	i	5	-22	-3	-4	-4	-1
N#C/C(=C\N1CCOCC1)C(N)=O	17	-4	-2	i	-4	-1	-6	-9	-1	0
CC1CCCN(c2ccc(C(=O)NCC3CCCO3)cn2)C1 (centres undefined)	37	0	2	i	1	-92	13	-88	8	-4
CC(C)(C)NC(=O)COC(=O)c1ccc(O)cc1	9	2	3	i	-24	-25	-9	-23	-41	-22
O=C(NCCc1ccc(Cl)cc1)/C(=C/c1cccnc1)NC(=O)c1ccccc1	-2	6	1	i	2	-31	-8	4	21	0
Cc1ccc(-c2nc(-c3cccnc3)sc2CC(=O)Nc2ccc3nc(C)sc3c2)cc1	13	5	1	i	-40	-1	2	6	-56	-1
Cc1ccc(NC(=O)C2CCN(C(=O)c3ccccc3C)CC2)cc1	9	0	1	i	-15	-6	-6	9	-35	-2
CC(C)(C)CC(=O)N1CCN(Cc2ccc3c(c2)OCO3)CC1	10	1	2	i	-9	-30	2	-3	-15	-1
CCN1CCC(=NNC(=O)c2ccco2)CC1	-14	4	-2	i	27	-52	6	-42	39	-3
N#Cc1cnn2ccn(C3OC(CO)C(O)C3O)c12 (centres undefined)	9	0	4	i	-5	-39	1	2	29	3
O=C(NCCN1CCOCC1)c1cc(Br)ccc1Cl	22	1	-24	i	5	-9	0	3	3	3
Cc1ccc(CN=C2Nc3ccccc3CS2)cc1	-61	3	2	i	34	-126	1	-26	61*	-1
CCNC(=O)N1c2ccccc2Sc2ccccc21	18	-2	1	i	-5	-47	3	-22	-13	-2
O=C(CCNc1ccc(F)cc1)c1cc2ccccc2o1	-12	-9	2	i	40	-27	-10	0	45	0
Cc1cc(C)c(S(=O)(=O)NCc2csc(C)n2)c(C)c1	27	-1	-1	i	-20	-15	-4	1	-34	-1
COc1ccc2c(c1)c1nnc(SCC(=O)N3C(C)CCCC3C)nc1n2C (centres undefined)	1	-1	-3	i	-1	5	0	-23	1	-7
CCOC(=O)C1CCN(C(=O)Cn2nc(C)c3c(C)n(-c4ccccc4)nc3c2=O)CC1	15	-5	3	i	-3	-40	-5	-1	-1	1
CCn1cc(C(=O)OCC(=O)Nc2c(C)cccc2C)c(=O)c2ccc(C)nc21	13	-2	1	i	6	-11	-3	3	30	14
CCC1C(=O)CC(c2ccccc2)NC1c1ccccc1 (centres undefined)	19	0	2	i	1	0	-4	-17	-16	-1

Next part
SMILES	AI-2 QS mod	HSP90 inh	GSK3beta inhib	PolyA inh	HSF1 inh	KLF5 inhibitor	IEC-6 cytotox	aSyn UTR inh	HSF-1 act	GSK3 alpha inh
COc1ccc2[nH]c(=O)c(CN(Cc3ccccc3OC)Cc3nnnn3CC3CCCO3)cc2c1 (centres undefined)	24	-1	4	i	5	2	-2	19	-5	0
Cc1ccc(Nc2cc(C)nc3ncnn23)c(C)c1	-4	-3	1	i	0	-6	-2	22	33	4
Cc1ccc(C)c(-n2c(SCC(=O)Nc3nonc3C)nnc2-c2ccoc2C)c1	26	0	2	i	-4	-6	4	7	27	-1
COc1ccc(CNC(=O)CCSCc2cccc(Cl)c2)c(OC)c1	19	4	0	i	4	9	-4	10	4	0
CC1=C(C(=O)Nc2ccccc2)C(c2ccc(Cl)cc2)n2c(s/c(=C/c3cccc(OCC(=O)O)c3)c2=O)=N1 (centres undefined)	26	2	3	i	-10	-8	-1	-21	5	-1
Cc1ccccc1NC(=O)c1c(Cl)nc(C)c(Cl)c1C	-2	1	-1	i	20	-43	0	4	47	0
O=C(Nc1nncs1)c1cccnc1Cl	8	-1	0	i	4	-23	1	-12	32	-3
Cc1nonc1NC(=O)CSc1nc2c(C)cccc2cc1C#N	9	-2	-2	i	16	-27	2	-98	35	0
COc1ccc(/C=C2\SC(=O)N(CCNC(=O)C3CC4C=CC3C4)C2=O)cc1 (centres undefined)	32	-2	-5	i	25	-146	-3	-194	17	-2
COc1ccc(/C=N/NC(=O)c2ccc3nc[nH]c3c2)cc1	17	2	-6	i	-8	-7	3	-23	1	1

Only part of the results is shown. The share of hits here may be higher or lower than overall.
